A3A deaminase: blocks human APOBEC3A ssDNA deamination; P31941; recombinant A3A, FAM/TAMRA ssDNA deamination fluorescence; inhibition, % at 20 µM; 0.41% of 330,000 active; AID 493011;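 active = at least 40% inhibition at 20 µM here, with at most 30% in a related deaminase screen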;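 also: plate controls were A3A with DMSO for no effect and wells lacking A3A enzyme for full effect; some results filed as inactive read as strong as hits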
Target sequence (P31941 whole entry, looked up): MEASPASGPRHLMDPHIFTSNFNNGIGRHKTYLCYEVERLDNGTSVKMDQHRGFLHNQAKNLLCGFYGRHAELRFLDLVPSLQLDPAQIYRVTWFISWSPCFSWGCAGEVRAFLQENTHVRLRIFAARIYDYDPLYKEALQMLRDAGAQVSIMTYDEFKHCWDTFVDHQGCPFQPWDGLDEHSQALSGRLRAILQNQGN
hIAP activ: increases human intestinal alkaline phosphatase activity. activation factor at 10 µM. purified human IAP, CDP-Star luminescence, 30 min; stronger effect = higher value; 1 = vehicle-only enzyme, 0 = enzyme-free background. AID 2524. 0.16% of 330,000 active. P09923;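 active = activation factor of the enzyme at least 2-fold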; also: the source names both 10 and 20 µM as test concentration; values of inactives mirror those of a sister screen read the other way
Target sequence (P09923 whole entry, looked up): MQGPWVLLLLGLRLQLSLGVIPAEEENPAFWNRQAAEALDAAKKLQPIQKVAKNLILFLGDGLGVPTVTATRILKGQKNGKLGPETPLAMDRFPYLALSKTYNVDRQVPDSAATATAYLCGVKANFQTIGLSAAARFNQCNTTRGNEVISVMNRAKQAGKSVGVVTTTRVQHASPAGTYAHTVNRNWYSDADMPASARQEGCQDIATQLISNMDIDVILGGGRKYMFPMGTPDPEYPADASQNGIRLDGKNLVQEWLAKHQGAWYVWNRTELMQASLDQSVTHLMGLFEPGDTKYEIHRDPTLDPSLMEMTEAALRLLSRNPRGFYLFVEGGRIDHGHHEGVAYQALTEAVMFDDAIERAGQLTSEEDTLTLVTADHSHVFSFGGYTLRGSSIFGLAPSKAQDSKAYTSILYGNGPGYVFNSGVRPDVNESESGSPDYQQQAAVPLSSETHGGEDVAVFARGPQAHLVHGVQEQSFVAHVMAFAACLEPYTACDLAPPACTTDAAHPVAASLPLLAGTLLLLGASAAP
A3G deaminase: blocks human APOBEC3G single-stranded DNA deamination; 0.28% of 330,000 active; inhibition, % at 20 µM; AID 493012; recombinant A3G, ssDNA deamination FAM/TAMRA fluorescence; Q9HC16;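 active = inhibition of at least 40% at 20 µM, with no more than 30% in the related APOBEC3A deaminase screen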;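 also: plate controls were DMSO wells with A3G for no effect and wells lacking A3G enzyme for full effect; some compounds called inactive have numbers as strong as hits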
Target sequence (Q9HC16 whole entry, looked up): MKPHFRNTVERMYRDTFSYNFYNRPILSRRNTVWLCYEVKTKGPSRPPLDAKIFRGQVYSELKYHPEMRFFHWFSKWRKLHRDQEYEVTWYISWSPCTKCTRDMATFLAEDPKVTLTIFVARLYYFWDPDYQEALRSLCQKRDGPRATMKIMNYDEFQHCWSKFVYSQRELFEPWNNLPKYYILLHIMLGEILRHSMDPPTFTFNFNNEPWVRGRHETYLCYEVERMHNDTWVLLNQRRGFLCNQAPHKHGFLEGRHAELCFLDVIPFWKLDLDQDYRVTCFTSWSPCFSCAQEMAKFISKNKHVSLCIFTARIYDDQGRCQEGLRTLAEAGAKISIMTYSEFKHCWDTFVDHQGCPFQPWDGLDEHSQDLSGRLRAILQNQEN
SENP1 FRET inh: blocks the human SENP1 SUMO protease catalytic domain. Q9P0U3. recombinant SENP1 catalytic domain, CyPet-SUMO1-YPet FRET cleavage. inhibition, % at 10 µM. 0.21% of 360,000 active. AID 624204;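 active = inhibition at least 30% at 10 µM, raw YFP signal under a set limit, fluorescence ratio 0.5 to 1.5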;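 also: 0% = enzyme with DMSO and 100% = no enzyme wells; some results filed as inactive read as strong as hits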
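Material: hSENP1 catalytic domain, recombinant; medium: Tris pH 8 with BME, BSA, NP40 and catalase; compound: single concentration of 10 µM compound, 0.5% DMSO final; technique: FRET read of cyan and yellow fluorescence; timing: 50 min enzyme reaction, room temperature, light-protected; reagent: SFCypet-SUMO1-SFYpet substrate at 25 nM; control set: no-enzyme low, enzyme-DMSO high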
NALP3 yeast inh: blocks the NALP3 inflammasome reconstituted in yeast | inhibition, % at 10 µM | Yeast reconstituted NLRP3/ASC/caspase-1, beta-gal luminescence, 24 h | AID 2825 | 0.39% of 330,000 active;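 active = inhibition of 50% or more; inactive = inhibition below 50%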;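 also: plate controls were induced DMSO wells for no effect and uninduced yeast grown without galactose for full effect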
hIAP block: human IAP inhibition | P09923 | purified IAP, CDP-Star luminescence, 30 min | inhibition, % at 10 µM | 0.12% of 330,000 active | AID 2544;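 active = inhibition reaching a set limit with compound at 10 µM in the primary screen, cut at about 35% in these data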;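 also: plate controls were DMSO wells with enzyme for no effect and no-enzyme buffer wells for full effect; values of inactives mirror those of a sister screen read the other way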
mIAP activ: mouse IAP activation. muIAP, CDP-Star luminescence, 30 min; stronger effect = higher value; 1 = vehicle-only enzyme signal, 0 = enzyme-free wells. activation factor at 10 µM. 0.24% of 330,000 active. AID 2805;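 active = activation factor of at least 2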; also: the source names both 10 and 20 µM as test concentration; values of inactives mirror those of a sister screen read the other way
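Assay system: mouse IAP enzyme; Reagent: CDP-Star chemiluminescent phosphatase substrate; Compound: DMSO-dissolved test compounds; Incubation: 30 min, room temperature; Technique: luminescence from enzymatic CDP-Star hydrolysis; Controls: DMSO-only wells and no-enzyme negative control.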
MIN6 prolif: MIN6 beta-cell proliferation induction; MIN6 cells proliferation, ATPlite luminescence, 48 h; cells starved in 0.2% serum; 100% = growth in 10% serum; proliferation, % at 10 µM; 0.29% of 330,000 active;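 active = compounds whose signal lies at least 3.5 SD above the mean of all wells on their plate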;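 also: 0% = DMSO-treated cells in low-serum medium and 100% = 10% serum control; some compounds called inactive have numbers as strong as hits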
mIAP block: blocks mouse intestinal alkaline phosphatase; purified mouse IAP, CDP-Star luminescence, 30 min; inhibition, % at 10 µM; 0.2% of 330,000 active; AID 2806;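 active = inhibition of at least 40% at 10 µM in the primary screen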;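 also: plate controls were DMSO with enzyme for no effect and no enzyme wells for full effect; values of inactives mirror those of a sister screen read the other way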
* marks the source's active call; other numbers are inactive results; / = not tested or not shown.

SMILES | A3A deaminase | hIAP activ | A3G deaminase | SENP1 FRET inh | NALP3 yeast inh | hIAP block | mIAP activ | MIN6 prolif | mIAP block
O=C1c2ccccc2C(=O)N1c1cccnc1 | -1 | 1.1 | -3 | 0 | 1 | -6 | 1 | -1 | -4
COc1ccccc1CNC(=O)C1CCN(Cc2nc(-c3cccc(Cl)c3)oc2C)CC1 | -2 | 0.86 | -4 | -4 | 9 | 14 | 1.2 | -6 | -21
COC(=O)c1ccc(CNC(=O)c2ccc3c(c2)S(=O)(=O)N=C2CCCCCN23)cc1 | 20 | 0.84 | -6 | -2 | 18 | 16 | 0.85 | 1 | 15
CN(C(=O)COC(=O)CNC(=O)c1ccc2ccccc2c1)c1c(N)n(Cc2ccccc2)c(=O)[nH]c1=O | 13 | 1.2 | -4 | -10 | 10 | -18 | 1 | -2 | -1
COC(=O)c1cc(S(=O)(=O)NCC2CCN(Cc3cccc(F)c3)CC2)c[nH]1 | 1 | 1.3 | 8 | 2 | 13 | -28 | 1 | -4 | -3
CCOC(=O)c1sc(NC(=O)Nc2ccc(Cl)cc2)nc1C | 2 | 0.85 | -1 | 1 | 20 | 15 | 1.1 | -6 | -5
CCOc1ccccc1NC(=O)CCS(=O)(=O)c1ccc(OC)cc1 | -4 | 0.97 | -7 | 3 | -4 | 3 | 0.99 | -1 | 1
CCc1nc(N2CCN(Cc3ccc4c(c3)OCO4)CC2)c2oc3ccccc3c2n1 | 1 | 0.84 | -1 | 1 | 8 | 16 | 0.99 | -6 | 1
Cn1c(SCC(=O)Nc2ccc3[nH]c(=O)[nH]c3c2)nnc1-c1ccccc1 | 2 | 1.1 | -3 | 1 | 12 | -8 | 0.97 | -3 | 3
COc1ccccc1NS(=O)(=O)c1ccc(C)c(C(=O)Nc2cc(C)on2)c1 | 7 | 1.1 | 32 | -1 | 16 | -10 | 1 | 3 | -4
COc1ccc(N(CCC#N)S(=O)(=O)c2ccc(Cl)cc2)cc1 | 7 | 1.3 | 2 | 1 | 16 | -27 | 0.96 | -1 | 4
CCN(C(=O)COC(=O)CNC(=O)c1ccc(C)s1)c1ccccc1 | 6 | 1.1 | -4 | -3 | 15 | -5 | 1 | 1 | -1
CCN(C(=O)c1cc2ccccc2oc1=O)c1cccc(C)c1 | 1 | 1 | 0 | -1 | 20 | 0 | 0.95 | 2 | 5
COc1ccc(C2=NOC(C(=O)NC(C)C)C2)cc1 (configuration not stated) | -10 | 1.2 | -6 | 1 | 2 | -22 | 1.1 | -1 | -9
CCCc1cc(=O)oc2c(C)c(OCC(=O)N3C[C@H]4C[C@@H](C3)c3cccc(=O)n3C4)ccc12 | -3 | 0.86 | -5 | 0 | 7 | 14 | 0.87 | -3 | 13
CCOC(=O)C(=O)CC(=O)c1ccc2c(c1)OCCO2 | 2 | 0.91 | -3 | -1 | 12 | 9 | 0.93 | -4 | 7
CCC(NC(=O)Nc1nnc(C(F)(F)F)s1)(C(F)(F)F)C(F)(F)F | 1 | 1 | -1 | 2 | -4 | -3 | 0.96 | -5 | 4
Cc1cccc(C)c1NC(=O)COC(=O)c1cc(=O)c2ccccc2o1 | 2 | 1 | -6 | 1 | -10 | -1 | 1 | 0 | -4
O=C(COc1ccccc1)NC(=S)Nc1cccc([N+](=O)[O-])c1 | 6 | 0.93 | -4 | 2 | 30 | 8 | 0.97 | -1 | 2
CCC(C)NCCCCOc1cc(C)cc(C(C)C)c1 (configuration not stated) | 2 | 0.93 | -10 | 3 | 29 | 7 | 1 | 0 | -5
CCOC(=O)C1(Cc2ccccc2)CCCN(Cc2ccncc2)C1 (configuration not stated) | 0 | 0.98 | -7 | -7 | 27 | 2 | 0.98 | 3 | 2
Cn1c(/N=C/c2cc(Cl)ccc2O)nc2ccccc21 | 3 | 0.98 | 0 | / | 1 | 2 | 1 | -4 | -3
CC(=O)Oc1ccc(C)cc1N1C(=O)c2ccc(C(=O)O)cc2C1=O | -1 | 1.1 | -3 | 0 | 10 | -11 | 0.95 | 0 | 5
CCNC(=O)COC(=O)/C=C/c1cccc([N+](=O)[O-])c1 | 4 | 1.1 | -3 | 0 | -3 | -6 | 1 | 0 | -2
O=C1CC(C(=O)Nc2ccc(F)cc2)S/C(=N\N=C\c2ccco2)N1 (configuration not stated) | -1 | 1 | -7 | 2 | -4 | -2 | 0.77 | 0 | 23
O=C(COc1cccnc1[N+](=O)[O-])N1CCN(C(=O)c2ccco2)CC1 | 7 | 1.1 | -12 | 1 | 4 | -9 | 0.95 | -4 | 5
C=C(C)COc1ccc(-c2n[nH]c(C)c2-c2ccc(OC)cc2)c(O)c1 | 3 | 1.6 | -1 | -2 | 4 | -55 | 1 | -3 | -4
O=C(CCNS(=O)(=O)c1cccc2nsnc12)NCc1cccs1 | -3 | 1.2 | -3 | 1 | 0 | -22 | 0.88 | -1 | 12
Cc1cc(C)nc(SCc2ccc(C(=O)NN=C3C4CC5CC(C4)CC3C5)cc2)n1 | 1 | 1.1 | -2 | 1 | 6 | -15 | 0.98 | -1 | 2
CCOC(=O)c1[nH]cnc1C(=O)NCc1ccccc1 | -1 | 1.5 | -3 | 2 | 12 | -26 | 0.98 | -1 | 4
COC(=O)CC1(C(=O)OC)Oc2ccc(Br)cc2C(=O)N1c1ccc(Br)cc1Cl (configuration not stated) | 0 | 0.94 | -4 | 1 | -7 | 6 | 0.99 | -3 | 1
CCOC(=O)CN1CC23C=CC(O2)C(C(=O)NC2CCCC2)C3C1=O (configuration not stated) | -4 | 0.92 | -3 | -1 | 1 | 8 | 0.86 | -2 | 14
CCOc1cc(-c2noc(N)c2C(=O)OC)cc(OCC)c1OCC | 1 | 0.95 | -2 | 2 | 15 | 5 | 1 | -3 | -4
Cc1ccc(NC(=O)c2ncn(CC(=O)NCc3ccc4[nH]ccc4c3)n2)cc1C | 1 | / | 2 | -1 | / | / | 1.2 | / | -11
CC(=O)Oc1c(Cl)c(N2CCOCC2)c(OC(C)=O)c2ccccc12 | 1 | 1.1 | 1 | 1 | -22 | -13 | 0.87 | -6 | 13
CCc1ccccc1NC(=O)CN(c1ccc(OC)cc1OC)S(=O)(=O)c1ccccc1[N+](=O)[O-] | 0 | 0.97 | -1 | 3 | 7 | 3 | 0.97 | -3 | 3
O=C(Cc1ccc(F)cc1)Nc1ccc(Cl)cn1 | -3 | 1.2 | -3 | 0 | 24 | -20 | 0.99 | -2 | 1
Cc1ccc(OC(=O)CCS(=O)(=O)c2ccc(C)cc2)cc1 | -2 | 1 | -8 | -1 | 9 | -4 | 0.96 | -2 | 4
CC(C)CNC(=O)c1ccc2c(c1)C(=O)N(C1CCCCC1)C2=O | -5 | 1.3 | -7 | 2 | 22 | -26 | 0.97 | -3 | 3
O=C(CCNC(=O)c1ccccc1)Nc1ccc(F)c(Cl)c1 | -5 | 1.1 | -9 | -1 | 2 | -5 | 1.1 | -5 | -6
N#Cc1ccc(OCC(=O)Nc2nc(-c3ccncc3)cs2)cc1 | 0 | 0.79 | -7 | 0 | -3 | 21 | 0.96 | 0 | 4
O=C1CCC(C(=O)N(c2ccccc2)C2(C(=O)NC3CCCCC3)CCCCC2)N1 (configuration not stated) | 33 | 0.85 | 9 | 1 | 10 | 15 | 0.95 | 4 | 5
COc1ccc(-c2[nH]ncc2CN(C)Cc2cnccn2)c(OC)c1 | 0 | 1.1 | -6 | 0 | 2 | -5 | 0.93 | -1 | 7
COc1ccc(C)cc1NC(=O)CSc1ccc(Cl)cc1 | 4 | 0.89 | -7 | 0 | 22 | 11 | 1 | -3 | -1
O=C1CN(C(=O)COc2ccc(Br)cc2Br)c2ccccc2N1 | -1 | 1.2 | -8 | -2 | 4 | -15 | 1 | -2 | -2
CCOC(=O)C(NC(C)=O)(Nc1ccc(S(=O)(=O)Nc2nccs2)cc1)C(F)(F)F (configuration not stated) | -1 | 0.97 | -1 | 2 | -11 | 3 | 0.98 | 0 | 2
CC(C)COC(=O)c1ccc2c(c1O)C(=O)c1ccccc1C2=O | 3 | 1 | 0 | 8 | 48 | -3 | 0.95 | -6 | 5
CCN1CCN(c2ccc(S(=O)(=O)N(CC)CC)cc2[N+](=O)[O-])CC1 | -2 | 0.97 | -3 | -1 | 17 | 3 | 0.86 | 0 | 14

Two entries from above, set out differently:
Sequence of screens – A3A deaminase	hIAP activ	A3G deaminase	SENP1 FRET inh	NALP3 yeast inh	hIAP block	mIAP activ	MIN6 prolif	mIAP block
O=C1CCC(C(=O)N(c2ccccc2)C2(C(=O)NC3CCCCC3)CCCCC2)N1 (configuration not stated)
  33	0.85	9	1	10	15	0.95	4	5
COc1ccc(-c2[nH]ncc2CN(C)Cc2cnccn2)c(OC)c1
  0	1.1	-6	0	2	-5	0.93	-1	7

Continued.
SMILES | A3A deaminase | hIAP activ | A3G deaminase | SENP1 FRET inh | NALP3 yeast inh | hIAP block | mIAP activ | MIN6 prolif | mIAP block
COc1cc2c(cc1OC)CN(Cc1cc(=O)n3c(-c4ccccc4)csc3n1)CC2 | -2 | 0.92 | -6 | -32 | 17 | 8 | 1.1 | -2 | -7
CC(C)(C)NC(=O)C(c1ccc(F)cc1)N(Cc1ccco1)C(=O)Cn1nnc(-c2cccs2)n1 (configuration not stated) | 0 | 1 | 1 | 2 | 3 | -4 | 1.1 | -3 | -14
CCOc1ccccc1NC(=O)CN(c1ccc(OC)cc1)S(=O)(=O)c1c(C)noc1C | 1 | 0.94 | 0 | 2 | -8 | 6 | 1.1 | -3 | -14
CC(C)CC1NC(=O)N(CC(=O)N2CCN(S(=O)(=O)c3ccc4ccccc4c3)CC2)C1=O (configuration not stated) | 3 | 1.1 | -5 | 0 | 20 | -13 | 0.98 | -2 | 2
C=CCn1c(SCC(=O)N2CCCC2)nc2scc(-c3cccs3)c2c1=O | 0 | 0.89 | 0 | 0 | 8 | 11 | 0.98 | -1 | 2
COc1ccc(S(=O)(=O)N(C)C[C@H]2Oc3ccc(NS(=O)(=O)c4c(C)noc4C)cc3C(=O)N([C@H](C)CO)C[C@@H]2C)cc1 | -1 | 0.85 | -3 | 2 | 14 | 15 | 0.96 | 4 | 4
Cc1ccccc1N=Cc1c(O)n(-c2nccs2)c(=O)c2ccccc12 | -4 | 0.82 | -9 | -133 | 13 | 18 | 0.87 | -1 | 13
Cc1ccc(C(=O)N2CCCC(Nc3ccc(F)cc3)C2)cc1C (configuration not stated) | -1 | 0.76 | 17 | 0 | 1 | 24 | 1.1 | -2 | -12
COc1ccc(C(=O)NCCSCc2ccc(C)cc2)cc1 | 4 | 1.1 | 0 | 0 | 31 | -11 | 1.1 | -2 | -15
Cc1nc(=O)c(-c2ccccc2)c(C)n1Cc1ccccc1 | 0 | 0.88 | 4 | 2 | -2 | 12 | 1 | -4 | 0
CCCc1cc(=O)[nH]c(SC/C=C/c2ccccc2)n1 | -4 | 0.95 | 2 | 1 | 19 | 5 | 1.1 | -1 | -7
CC(=O)COc1ccc2c(c1C)O/C(=C\c1ccco1)C2=O | 16 | 0.94 | 5 | -90 | 17 | 6 | 1 | -1 | -5
C=CCNc1nc(Nc2ccc(OC)cc2OC)nc(OCC)n1 | -3 | 1 | -7 | 1 | 9 | -2 | 1 | 1 | 0

Only part of the results is shown; count on the stated rates, not on these rows.
